Screens (PubChem)
yeast sgs1 mgt1: NCI yeast anticancer drug screen, S. cerevisiae sgs1 mgt1 strain. actives 10% (n = 78,000). % growth inhibition at 50 µM. AID 161;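 further: 0% = growth of vehicle-only cultures of the same strain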
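Growth of a repair-deficient yeast mutant was monitored after compound treatment and expressed as inhibition relative to vehicle-treated cultures.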
yeast bub3: NCI yeast anticancer drug screen, S. cerevisiae bub3 mutant strain; growth inhibition, % at 50 µM; actives 9.9% (n = 78,000); AID 167;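 further: 0% = growth of vehicle-only cultures of the same strain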
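Growth of a checkpoint-deficient yeast mutant is measured after compound exposure. Values represent inhibition relative to vehicle.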
yeast mec2-1: NCI yeast anticancer drug screen, S. cerevisiae mec2-1 strain; actives 9% (n = 79,000); growth inhibition, % at 50 µM;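 further: 0% = growth of vehicle-only cultures of the same strain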
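Compounds were applied to mec2-1 yeast cells. Their growth was then compared with that of vehicle-treated cultures to give growth inhibition.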
mlh1 rad18: NCI yeast anticancer drug screen, S. cerevisiae mlh1 rad18 strain; growth inhibition, % at 50 µM; actives 11% (n = 79,000); AID 175;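 further: 0% = growth of vehicle-only cultures of the same strain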
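A repair-deficient yeast strain is exposed to test compound, and growth is scored relative to vehicle-treated controls.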
cln2 rad14: NCI yeast anticancer drug screen, S. cerevisiae cln2 rad14 strain; % growth inhibition at 50 µM; actives 8.3% (n = 78,000); AID 165;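 further: 0% = growth of vehicle-only cultures of the same strain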
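The screen exposed genetically defined yeast (cln2 rad14) to test compounds and scored growth inhibition relative to vehicle-treated controls.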
yeast rad50: NCI yeast anticancer drug screen, S. cerevisiae rad50 strain; AID 155; growth inhibition, % at 50 µM; actives 10% (n = 79,000);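 further: 0% = growth of vehicle-only cultures of the same strain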
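Growth of the mutant yeast was measured after compound exposure and referenced to vehicle-treated cultures.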
* hit, by the source's call; & = joins results of further samples; ! = a repeat was not active. No stated cut-off is given here; in the data, active means growth inhibition above about 70%; inactive means the rest.

CC(C)CC(=O)/C=C\c1ccco1 was read as yeast sgs1 mgt1 1, yeast bub3 -10, yeast mec2-1 -33, mlh1 rad18 -7, cln2 rad14 1 and yeast rad50 -15.
`N#CSCCSC#N` gave yeast sgs1 mgt1 87*, yeast bub3 82*, yeast mec2-1 82*, mlh1 rad18 84*, cln2 rad14 40 and yeast rad50 76*.
Screening CCN(CC)CCC(=O)c1ccc2c3c(n(C)c2c1)CCCC3 returned yeast sgs1 mgt1 84*, yeast bub3 96*, yeast mec2-1 25, mlh1 rad18 79*, cln2 rad14 6 and yeast rad50 96*.
`COc1ccc(/C=N/N2CCN(/N=C/c3ccc(OC)c(O)c3)CC2)cc1O` gave yeast sgs1 mgt1 15, yeast bub3 1, yeast mec2-1 4, mlh1 rad18 10, cln2 rad14 29 and yeast rad50 22.
`CC1=NN(c2ccc([N+](=O)[O-])cc2)C(=O)C1[N+](=O)[O-]` (centres undefined) (tested in a mixture with another compound) gave yeast sgs1 mgt1 34&12, yeast bub3 -1&-2, yeast mec2-1 3&2, mlh1 rad18 13&3, cln2 rad14 13&15 and yeast rad50 27&20.
For COc1ccc(OC)c2c(=S)c3ccccc3[nH]c12 the results were yeast sgs1 mgt1 61, yeast bub3 60, yeast mec2-1 26, mlh1 rad18 91*, cln2 rad14 41 and yeast rad50 85*.
Screening N#CC1(OC2OC(CO)C(O)C(O)C2O)C=CCC1 (centres undefined) returned yeast sgs1 mgt1 4, yeast bub3 -13, yeast mec2-1 -33, mlh1 rad18 -3, cln2 rad14 -7 and yeast rad50 8.
Screening COC(=O)c1cc(-c2ccc(OC)cc2)[nH]c(=O)c1C#N returned yeast sgs1 mgt1 31, yeast bub3 26, yeast mec2-1 21, mlh1 rad18 28, cln2 rad14 20 and yeast rad50 20.
Screening CC(=O)Oc1ccccc1Cl returned yeast sgs1 mgt1 26, yeast bub3 19, yeast mec2-1 32, mlh1 rad18 17, cln2 rad14 13 and yeast rad50 18.
COC(=O)Nc1nc2ccc(C(=O)c3ccccc3)cc2[nH]1 was read as yeast sgs1 mgt1 44, yeast bub3 72*, yeast mec2-1 47, mlh1 rad18 67, cln2 rad14 45 and yeast rad50 55.
Screening CCN1C(=O)C/C(=C\C(C)=O)Nc2ccccc21 returned yeast sgs1 mgt1 12, yeast bub3 17, yeast mec2-1 -10, mlh1 rad18 11, cln2 rad14 -2 and yeast rad50 14.
O=CC12c3ccccc3C(c3ccccc31)C1C(=O)NC(=O)C12 (centres undefined) was read as yeast sgs1 mgt1 8, yeast bub3 -18, yeast mec2-1 -1, mlh1 rad18 7, cln2 rad14 31 and yeast rad50 2.

An excerpt from above in order of SMILES length, lowest first:
CC(C)CC(=O)/C=C\c1ccco1 was read as yeast sgs1 mgt1 1, yeast bub3 -10, yeast mec2-1 -33, mlh1 rad18 -7, cln2 rad14 1 and yeast rad50 -15.
Screening N#CC1(OC2OC(CO)C(O)C(O)C2O)C=CCC1 (centres undefined) returned yeast sgs1 mgt1 4, yeast bub3 -13, yeast mec2-1 -33, mlh1 rad18 -3, cln2 rad14 -7 and yeast rad50 8.
Screening CCN(CC)CCC(=O)c1ccc2c3c(n(C)c2c1)CCCC3 returned yeast sgs1 mgt1 84*, yeast bub3 96*, yeast mec2-1 25, mlh1 rad18 79*, cln2 rad14 6 and yeast rad50 96*.
Screening COC(=O)c1cc(-c2ccc(OC)cc2)[nH]c(=O)c1C#N returned yeast sgs1 mgt1 31, yeast bub3 26, yeast mec2-1 21, mlh1 rad18 28, cln2 rad14 20 and yeast rad50 20.
`COc1ccc(/C=N/N2CCN(/N=C/c3ccc(OC)c(O)c3)CC2)cc1O` gave yeast sgs1 mgt1 15, yeast bub3 1, yeast mec2-1 4, mlh1 rad18 10, cln2 rad14 29 and yeast rad50 22.
`CC1=NN(c2ccc([N+](=O)[O-])cc2)C(=O)C1[N+](=O)[O-]` (centres undefined) (tested in a mixture with another compound) gave yeast sgs1 mgt1 34&12, yeast bub3 -1&-2, yeast mec2-1 3&2, mlh1 rad18 13&3, cln2 rad14 13&15 and yeast rad50 27&20.

Continuation:
`O=C(O)C1CC(Cl)C(O)C(Cl)C1` (centres undefined) gave yeast sgs1 mgt1 9, yeast bub3 -7, yeast mec2-1 8, mlh1 rad18 9, cln2 rad14 -56 and yeast rad50 -7.
`N#CC(C#N)=C(c1ccccc1)c1ccccc1` gave yeast sgs1 mgt1 99*, yeast bub3 99*, yeast mec2-1 99*, mlh1 rad18 99*, cln2 rad14 99* and yeast rad50 97*.
O=C(c1ccccc1)C12CCCC(CC1)C2 (centres undefined) was read as yeast sgs1 mgt1 -2, yeast bub3 -10, yeast mec2-1 -20, mlh1 rad18 1, cln2 rad14 -38 and yeast rad50 0.
`OC1(c2cccc3ccccc23)CCCc2cc3c(ccc4ccccc43)cc21` (centres undefined) gave yeast sgs1 mgt1 -11, yeast bub3 4, yeast mec2-1 -16, mlh1 rad18 15, cln2 rad14 -7 and yeast rad50 15.
CCOC(=O)CN1CCC2CC1c1c([nH]c3ccccc13)C21OCCO1 (centres undefined) was read as yeast sgs1 mgt1 -7, yeast bub3 3, yeast mec2-1 -3, mlh1 rad18 -24, cln2 rad14 44 and yeast rad50 4.
For O=C(Nc1ccccc1Cl)Oc1ccc(Cl)cc1Cc1ccccc1 the results were yeast sgs1 mgt1 100*, yeast bub3 100*, yeast mec2-1 100*, mlh1 rad18 100*, cln2 rad14 100* and yeast rad50 100*.
Cc1ccc(C(=O)c2ccccc2C(=O)O)cc1 was read as yeast sgs1 mgt1 -7, yeast bub3 -31, yeast mec2-1 -14, mlh1 rad18 2, cln2 rad14 -14 and yeast rad50 9.
`Cc1ccc(O)c(CC(C)C)c1` gave yeast sgs1 mgt1 8, yeast bub3 6, yeast mec2-1 8, mlh1 rad18 34, cln2 rad14 23 and yeast rad50 7.
Screening NC(=O)c1nnn(Cc2ccccc2)c1C(N)=O returned yeast sgs1 mgt1 13, yeast bub3 8, yeast mec2-1 -11, mlh1 rad18 4, cln2 rad14 -34 and yeast rad50 -14.
C/C(=N/NC(=O)c1ccccc1)C(=O)c1ccccc1 was read as yeast sgs1 mgt1 -3, yeast bub3 6, yeast mec2-1 -12, mlh1 rad18 0, cln2 rad14 -1 and yeast rad50 -4.
For CCNC(=O)Nc1cccc(NC(=O)NCC)n1 the results were yeast sgs1 mgt1 -27, yeast bub3 -2, yeast mec2-1 -13, mlh1 rad18 -4, cln2 rad14 -6 and yeast rad50 -25.
`CCCCCCCC/C=C\CCCCCCCC(=O)N1CCN(C(=O)CCCCCCC/C=C/CCCCCCCC)C1` gave yeast sgs1 mgt1 4, yeast bub3 0, yeast mec2-1 -13, mlh1 rad18 -8, cln2 rad14 16 and yeast rad50 20.
`O=S(=O)(O)c1ccc2cc3nn(-c4ccc(/C=C/c5ccc(-n6nc7cc8ccc(S(=O)(=O)O)cc8cc7n6)cc5S(=O)(=O)O)c(S(=O)(=O)O)c4)nc3cc2c1` gave yeast sgs1 mgt1 -6, yeast bub3 0, yeast mec2-1 -3, mlh1 rad18 31, cln2 rad14 -10 and yeast rad50 -8.
`O=C(O)C(O)c1ccc(F)cc1` (centres undefined) gave yeast sgs1 mgt1 -28, yeast bub3 -27, yeast mec2-1 -6, mlh1 rad18 -20, cln2 rad14 10 and yeast rad50 -22.
CSc1nc(Cl)cc(-c2ccccc2)n1 was read as yeast sgs1 mgt1 -9, yeast bub3 21, yeast mec2-1 19, mlh1 rad18 32, cln2 rad14 7 and yeast rad50 -3.
Screening COC(=O)[C@@H]1[C@H](O)[C@H](C)[C@H](O)[C@@](C)(O)/C=C\C=C(C)C(=O)Nc2c(C)c(OC(C)=O)c3c(c2O)C(=O)C(C)=C2OCOC(=C23)C(C)=C[C@@](C)(O)[C@H](O)[C@@H](C)[C@H]1OC(C)=O returned yeast sgs1 mgt1 14&3, yeast bub3 0&12, yeast mec2-1 -30&-7, mlh1 rad18 20&7, cln2 rad14 -10&-2 and yeast rad50 0&-1.
`COC(=O)C1=C(C)N(NC(=O)OC(C)(C)C)C(=O)C1=P(c1ccccc1)(c1ccccc1)c1ccccc1` gave yeast sgs1 mgt1 -14, yeast bub3 -20, yeast mec2-1 -1, mlh1 rad18 -17, cln2 rad14 3 and yeast rad50 -24.
For CCCCCCCCCCCC(=O)NC(=S)Nc1ccc(C(=O)OCC)cc1 the results were yeast sgs1 mgt1 58, yeast bub3 29, yeast mec2-1 32, mlh1 rad18 45, cln2 rad14 1 and yeast rad50 30.
`OCC1CCCCO1` (centres undefined) gave yeast sgs1 mgt1 -25&2, yeast bub3 -11&8, yeast mec2-1 -7&-14, mlh1 rad18 -8&3, cln2 rad14 -38&-2 and yeast rad50 2&0.
`[N-]=[N+]=NCC1OCC(O)C(OCc2ccccc2)C1OCc1ccccc1` (centres undefined) gave yeast sgs1 mgt1 -4, yeast bub3 -10, yeast mec2-1 -10, mlh1 rad18 3, cln2 rad14 -12 and yeast rad50 -9.
For CN(C)CCCn1c(=O)nc2n(-c3ccccc3)c3ccccc3nc-2c1=O the results were yeast sgs1 mgt1 -10, yeast bub3 2, yeast mec2-1 4, mlh1 rad18 -44, cln2 rad14 9 and yeast rad50 9.
Screening COc1cc(OC)c(OC)cc1/C=C/c1nc2ccccc2s1 returned yeast sgs1 mgt1 41, yeast bub3 47, yeast mec2-1 20, mlh1 rad18 3, cln2 rad14 19 and yeast rad50 25.
For O=C1C=C(c2ccccc2)OC(c2ccccc2)C1 (centres undefined) the results were yeast sgs1 mgt1 15, yeast bub3 44, yeast mec2-1 42, mlh1 rad18 27, cln2 rad14 -38 and yeast rad50 43.
For CN(C(=O)c1cc([N+](=O)[O-])ccc1O)c1ccccc1 the results were yeast sgs1 mgt1 12, yeast bub3 6, yeast mec2-1 -6, mlh1 rad18 15, cln2 rad14 7 and yeast rad50 13.
CCc1nc(N)nc(N)c1-c1ccc(N(CC)Cc2ccccc2)c([N+](=O)[O-])c1 was read as yeast sgs1 mgt1 -6, yeast bub3 3, yeast mec2-1 -3, mlh1 rad18 -4, cln2 rad14 8 and yeast rad50 7.
Screening COc1ccc(-c2cc(=O)c3cccnc3[nH]2)cc1 returned yeast sgs1 mgt1 32, yeast bub3 12, yeast mec2-1 13, mlh1 rad18 21, cln2 rad14 1 and yeast rad50 30.
Screening C/C(=N\NC(N)=O)c1ccc(Cl)c(-n2cccc2)c1 returned yeast sgs1 mgt1 33, yeast bub3 32, yeast mec2-1 4, mlh1 rad18 31, cln2 rad14 14 and yeast rad50 12.
For O=C1/C(=C/c2ccc3c(c2)OCO3)CCC1CN1CCOCC1 (centres undefined) the results were yeast sgs1 mgt1 91*, yeast bub3 90*, yeast mec2-1 94*, mlh1 rad18 90*, cln2 rad14 93* and yeast rad50 91*.
`c1ccc(-c2cnn3c(-c4ccccc4)cnnc23)cc1` gave yeast sgs1 mgt1 -3, yeast bub3 3, yeast mec2-1 -8, mlh1 rad18 5, cln2 rad14 3 and yeast rad50 -2.
`O=c1c(Cl)c(Cl)cnn1-c1ccccc1` gave yeast sgs1 mgt1 -2&36, yeast bub3 -9&24, yeast mec2-1 -9&45, mlh1 rad18 73*!, cln2 rad14 14&28 and yeast rad50 7&31.
COC(=O)CC(C)N(c1ccc(Cl)c(Cl)c1)S(=O)(=O)c1ccc(C)cc1 (centres undefined) was read as yeast sgs1 mgt1 4, yeast bub3 -6, yeast mec2-1 0, mlh1 rad18 11, cln2 rad14 -19 and yeast rad50 38.
CC(C)CCC[C@@H](C)[C@H]1CC[C@H]2[C@@H]3CC[C@H]4Cc5[nH]c6ccccc6c5C[C@]4(C)[C@H]3CC[C@]12C was read as yeast sgs1 mgt1 23, yeast bub3 15, yeast mec2-1 8, mlh1 rad18 24, cln2 rad14 38 and yeast rad50 36.
`CCCCCCCCC1C(CCCCCCCC(=O)OC)C2(Cl)C(Cl)=C(Cl)C1(Cl)C2(Cl)Cl` (centres undefined) gave yeast sgs1 mgt1 -1, yeast bub3 -1, yeast mec2-1 -12, mlh1 rad18 14, cln2 rad14 3 and yeast rad50 26.
Screening Cc1ccc2oc3c(ccc(=O)n3C)c(=O)c2c1 returned yeast sgs1 mgt1 -18, yeast bub3 -35, yeast mec2-1 7, mlh1 rad18 -59, cln2 rad14 -22 and yeast rad50 29.
NNc1ccc(S(=O)(=O)C(F)F)cc1 was read as yeast sgs1 mgt1 21, yeast bub3 41, yeast mec2-1 -29, mlh1 rad18 13, cln2 rad14 41 and yeast rad50 30.
Screening N/N=C1\C(=O)N(C2CCCCC2)C(=O)C1C(=O)NC1CCCCC1 (centres undefined) returned yeast sgs1 mgt1 -15, yeast bub3 -20, yeast mec2-1 -1, mlh1 rad18 -32, cln2 rad14 -11 and yeast rad50 -11.
Screening O=C1C(=Cc2ccccc2)C(=O)c2ccccc21 returned yeast sgs1 mgt1 9, yeast bub3 25, yeast mec2-1 26, mlh1 rad18 9, cln2 rad14 -18 and yeast rad50 3.
